KDM4E inh = blocks human JMJD2E demethylase activity | JMJD2E catalytic domain, FDH-coupled NADH fluorescence (FDH is formaldehyde dehydrogenase) | hit rate 1.6% among 230,000 | Potency, µM (doses to about 57.1 µM), without a hit: at the highest dose activity change, negative = inhibition, most hits filed as inhibitors | B2RXH2 | AID 2147; active means well fitted inhibition curve with a large enough effect, not every such curve was filed as active; inconclusive means small, poorly fitted or top-dose-only effect, or another doubt; inactive means no such curve, though single readings can be large or run the other way;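 further: 0% = wells with enzyme and -100% = buffer wells without enzyme; nearly all actives have a fitted effect of over 50% in size; many of its hits are not listed in these tables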
Target sequence (B2RXH2 1-337 limits assumed): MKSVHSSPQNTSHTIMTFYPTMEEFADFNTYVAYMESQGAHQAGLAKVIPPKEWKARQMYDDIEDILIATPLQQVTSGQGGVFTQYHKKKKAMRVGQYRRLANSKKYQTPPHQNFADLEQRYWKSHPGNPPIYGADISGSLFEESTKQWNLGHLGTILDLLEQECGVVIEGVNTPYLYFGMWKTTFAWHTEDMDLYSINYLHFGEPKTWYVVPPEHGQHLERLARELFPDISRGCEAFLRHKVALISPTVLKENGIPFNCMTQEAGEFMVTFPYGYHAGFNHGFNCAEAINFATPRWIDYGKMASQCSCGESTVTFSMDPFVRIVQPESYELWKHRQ
Luc counter = counter-screen: inhibitors of Kinase-Glo firefly luciferase; Q27757; Kinase-Glo luciferase, ATP luminescence, 8 min; Potency, µM (top dose mostly 38.3 µM), without a hit: at the highest dose activity change, negative = inhibition, actives largely listed as inhibitors; hit rate 0.28% among 200,000; AID 1379; further: on the % scale 0 is the no-effect control and ±100 the full control effect; nearly all actives have a fitted effect of over 60% in size
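Compounds were added to a substrate mix at pH 7.2 (50 mM imidazole, 10 uM ATP, within the enzyme's linear range), followed by Kinase-Glo detection reagent; luminescence was measured after 8 minutes at ambient temperature.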
Epigenetic derep = derepresses silenced GFP reporter in murine cells; hit rate 0.2% among 280,000; Potency, µM (doses to about 53.9 µM), for the others: at the top dose GFP activation, hits mostly activators; murine LDR cells, GFP reporter derepression, 30 h; further: % of control where 0% means no effect; nearly all actives have a fitted effect of over 60% in size
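Readout is the number of GFP-expressing murine LDR cells, counted by cytometry following washing. Cells were treated with compound for 30 h at 37 C; the stably integrated CMV-GFP locus is normally silent.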
IMPase Li cell = membrane-permeable IMPase blocker, potentiated with lithium. CHO-M1 cells, IP1 TR-FRET (IP-One), carbachol + lithium. hit rate 0.35% among 210,000. Potency, µM (top dose mostly 59.4 µM), inactives show top-dose activity, negative = IMPase inhibition, most hits filed as inhibitors;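 further: IP1 builds up when IMPase is blocked and the TR-FRET signal falls; plate controls were basal vehicle for no effect and high inhibitor control for full effect; nearly all actives have a fitted effect of over 50% in size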
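Test compounds were applied to CHO-M1 cells previously cultured for 16–30 h at 2000 per well. A small lithium amount accompanied them; after 30 min at 37C, IP1 was quantified by TR-FRET.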
RECQ1 inh = RECQ1 (human) helicase inhibition; RECQ1 DNA unwinding, red fluorescence kinetic read; Potency, µM (top dose mostly 57.3 µM), inactives show top-dose activity, negative = inhibition, usual class: inhibitors; hit rate 0.54% among 240,000; AID 2549;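 further: plate controls were vehicle for no effect and no enzyme for full effect; nearly all actives have a fitted effect of over 30% in size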
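RECQ1T1 50 nM; forked duplex (20 bp + 30-nt ss tails) 200 nM, ATP 2 mM final; pH 8.0, 2 mM MgCl2, 2.5 ug/ml poly(dI-dC); 15 min compound preincubation; discontinuous kinetic read over 2 h at RT.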
NPSR antag = neuropeptide S receptor (human) antagonism, cAMP; Q6W5P4; CHO-NPSR cells, cAMP TR-FRET, antagonist mode; Potency, µM (top dose mostly 38.3 µM), without a hit: at the top dose activity change, negative = inhibition, most hits filed as inhibitors; hit rate 1% among 220,000; AID 1461; further: on the % scale 0 is the no-effect control and ±100 the full control effect; nearly all actives have a fitted effect of over 50% in size; many of its hits are not listed in these tables
Target sequence (Q6W5P4 whole entry, looked up): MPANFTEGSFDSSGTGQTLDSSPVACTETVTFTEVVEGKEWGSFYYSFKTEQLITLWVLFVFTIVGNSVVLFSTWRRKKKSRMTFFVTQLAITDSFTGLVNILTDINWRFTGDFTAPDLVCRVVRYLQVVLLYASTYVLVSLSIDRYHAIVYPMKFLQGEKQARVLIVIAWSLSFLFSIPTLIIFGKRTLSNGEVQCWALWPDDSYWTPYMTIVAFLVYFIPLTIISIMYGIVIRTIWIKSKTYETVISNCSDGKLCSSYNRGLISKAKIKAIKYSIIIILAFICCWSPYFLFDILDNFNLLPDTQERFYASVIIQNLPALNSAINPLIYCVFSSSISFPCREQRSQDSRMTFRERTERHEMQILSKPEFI
RGS12 GoLoco inh = inhibitors of human Gai1-RGS12 GoLoco interaction (red fluorophore). AID 880. hit rate 0.44% among 230,000. Gai1:RGS12 GoLoco peptide FP, rhodamine, 10 min. P63096. Potency, µM (series often up to 61.6 µM), for the others: at the highest dose activity, negative = inhibition, hits mostly inhibitors; active means well fitted inhibition curve with a large enough effect, not every such curve was filed as active; inactive means no such curve, though single readings can be large or run the other way; further: on the % scale 0 is the no-effect control and ±100 the full control effect; nearly all actives have a fitted effect of over 30% in size; many of its hits are not listed in these tables
SMN2 splice enh = increases expression of the SMN2 splice variant | HEK293 SMN2-luciferase splicing reporter, luminescence, 30-36 h | Potency, µM (titrated, usually from 46.1 µM), for inactives: at the top dose activity change, positive = activation, actives largely listed as activators | hit rate 2.8% among 210,000; further: % of control where 0% means no effect; nearly all actives have a fitted effect of over 55% in size
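HEK293 cells carry an SMN2 minigene-luciferase reporter in which exon 7 inclusion puts luciferase in frame. Cells were seeded at 2000 cells/well, attached for 10-12 hours, then exposed to compounds for 30-36 hours at 37C before ONE-Glo luminescence.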
The depositor's hits bear a star; i = inactive; ? = inconclusive; · = no result given; [ ] = another dose, or the depositor's remark. Unless noted, the call rests on the fitted dose curve; in most records, active means well fitted curve in the direction sought with a large enough effect; inconclusive means small, poorly fitted or top-dose-only effect, or another doubt; inactive means no such curve, though single readings can be large; an effect the other way counts as inactive or inconclusive. Potency means the concentration at half of the fitted maximal effect.

Order of values: KDM4E inh, Luc counter, Epigenetic derep, IMPase Li cell, RECQ1 inh, NPSR antag, RGS12 GoLoco inh, SMN2 splice enh
- COC(=O)C1CCN(CC(=O)Nc2ccccc2Sc2ccccc2)CC1
→ -2.2%, -0.7%, -2.2%, 11.1%, i, ?, 8.0%, -6.2%
- COc1ccc(N(CCC#N)C(=O)/C(C#N)=C\c2cccs2)cc1
→ -2.8%, ·, 0.2%, ·, -7.1%, 0.2%, 0.9%, ·
- COc1ccc(N2C(=O)[C@H]3[C@@H](C2=O)C2c4ccccc4C=NN2[C@H]3C(=O)C(C)(C)C)cc1 (stereo partly specified)
→ -15.3%, ·, -0.3%, ·, 10.5%, -7.7%, 3.9%, ·
- CCOC(=O)c1c(NC(=O)Cc2cccs2)sc(C(=O)NC2CCCC2)c1C
→ 0.5%, 0.8%, 1.9%, ?, -16.7%, -11.2%[46.1 µM], 6.8%, -18.8%
- CC(=O)Nc1nnc(CCS(=O)(=O)c2ccc(C)c(C)c2)s1
→ ?, 2.9%, -0.1%, -4.0%, i, 1.1%, 4.8%, ·
- NS(=O)(=O)c1ccc(NC(=O)c2cc(Cl)ccc2Cl)cc1
→ 12.7%, -0.8%, -1.5%, 2.7%, i, -10.8%, 7.1%, 9.2%
- CCOc1ccc(NS(=O)(=O)c2ccc(C(=O)N3CCN(c4ncccn4)CC3)cc2)cc1
→ ?, 6.3%, -1.1%, 4.2%, -4.2%, 1.9%, 7.3%, -83.0%[inhibitor]
- CCn1nc(C)cc1C(=O)N1CCCC(C(=O)c2ccc3ccccc3c2)C1 (stereo unspecified)
→ ?, ·, -1.2%, 8.7%, 7.6%, 55.3%, -4.9%, ·
- Cc1c(C#N)c2ncn(Cc3ccccn3)c(=O)c2n1-c1ccccc1
→ ?, -5.8%, -1.4%, 1.4%[38.3 µM], -16.8%, 1.1%[46.1 µM], 18.2%, 1.2%
- COc1ccccc1-n1nc(C)cc1N
→ 1.3%, -2.5%, 0.1%, 0.6%, i, 13.7%, 6.6%, -2.7%
- COc1ccc(CNC(=O)c2ccccc2[N+](=O)[O-])cc1
→ -9.5%, 5.8%, -1.1%, 15.1%[38.3 µM], -11.7%, 5.9%[46.1 µM], 3.7%, 9.1%
- Cn1c(NC(=O)c2ccc(F)cc2)c(-c2ccccn2)c(=O)c2ccccc21
→ 8.0%, ·, 7.4%, ·, -1.1%, ?, 9.4%, ·
- Nc1cc(S(N)(=O)=O)ccc1SSc1ccc(S(N)(=O)=O)cc1N
→ ·, -4.2%[7.66 µM], ·, 35.8%[activator], ·, ·, -7.7%[14.2 µM], 2.4%[9.22 µM]
- CCOC(=O)C1(Cc2ccccc2C)CCCN(C(=O)CCc2cccnc2)C1 (stereo unspecified)
→ 2.7%, -0.3%, 1.1%, 9.6%, -6.4%, 7.6%, 11.8%, ·
- COc1ccc(NC(=O)c2ccccn2)cc1
→ -4.2%, 12.6µM*, 0.0%, -2.2%[38.3 µM], 5.4%, -11.1%[46.1 µM], -7.4%, 1.58µM*
- CCn1c2ccccc2c2cc(NC(=S)N3CCOCC3)ccc21
→ -7.9%, 2.1%, 0.0%, -12.6%[38.3 µM], -4.3%, -8.6%[46.1 µM], 12.2%, -19.9%
- CCN1CCN(CCCN(Cc2ccco2)C(=S)Nc2ccc(Cl)c(C)c2)CC1
→ -0.6%, -1.1%, -4.5%, 7.9%, i, -13.3%, 4.7%, -12.7%
- COc1cc(OC)c(NC2=NCCCCC2)cc1Cl
→ -2.3%, -4.9%, -2.9%, 27.5%[38.3 µM], 3.6%, 3.0%[46.1 µM], 5.6%, 6.6%
- C=CCn1c(SCC(=O)c2ccc(OC)cc2)nnc1C(C)NC(=O)c1cccs1 (stereo unspecified)
→ 0.5%, 2.7%, 1.1%, 6.9%[38.3 µM], -9.7%, -18.3%[46.1 µM], 3.6%, 5.6%
- O=c1[nH]c(=S)[nH]c2[nH]c(=S)[nH]c12
→ 28.2µM*, 0.7%, -1.3%, 0.8%, i, 19.8%, -15.2%, 9.2%
- CC(=O)Nc1ccc(CN2CCN(Cc3ccc(C)cc3)C(CCO)C2)cc1 (stereo unspecified)
→ 4.0%, -0.6%, 2.7%, 19.2%, i, -15.2%, 7.2%, ·
- NC1=NC2(CCCCC2)N=C(Nc2ccc(Br)cc2)N1
→ -0.5%, -1.8%, 0.0%, 21.4%, -3.0%, -8.8%[46.1 µM], 1.7%, -5.5%
- CCc1cccc(CC)c1NC(=O)C(NS(=O)(=O)c1cccs1)c1ccccc1 (stereo unspecified)
→ -1.6%, -2.2%, 0.9%, 16.5%, -2.7%, -2.8%, 3.4%, 0.5%[1.84 µM]
- COC(=O)c1nc(-c2ccccc2)n[nH]1
→ 4.1%, -11.7%, 1.7%, 7.3%[38.3 µM], -2.0%, 0.3%[46.1 µM], -4.5%, 23.0%
- CCCCn1c(NC(=O)C2CCCCC2)nc2ccccc21
→ -6.4%, -3.6%, 4.2%, 24.9%[38.3 µM], -11.8%, -14.9%[46.1 µM], 7.7%, -24.5%
- CC(C)(C)c1ccc(S(=O)(=O)Nc2cccc(C3OCCCO3)c2)cc1
→ -2.5%, -2.1%, -1.3%, 5.5%, -1.6%, 7.1%, 8.5%, -39.6%[inhibitor]
- CCOC(=O)C1CNc2cc(S(=O)(=O)CC)ccc2O1 (stereo unspecified)
→ -0.3%, -0.9%, -0.1%, 4.4%, 2.8%, 20.7%, 6.1%, -6.9%
- Cc1ccc(S(=O)(=O)NCCC(=O)NCCN2CCCCCC2)cc1
→ -3.4%, 1.7%, -1.0%, 23.9%[38.3 µM], -20.0%, -5.6%[46.1 µM], 3.8%, 0.6%
- Cc1ccc(C)c(C(=O)CSc2n[nH]c(-c3ccncc3)n2)c1
→ 5.9%, ·, 1.0%, ·, 0.0%, -21.4%[46.1 µM], ·, ·
- COc1ccc(OC)c(S(=O)(=O)N2CCCC(C)C2)c1 (stereo unspecified)
→ 12.2%, -1.2%, 1.0%, 7.7%, i, -4.8%[46.1 µM], -1.4%, -9.1%
- Cc1nn(-c2ccccc2)c2sc(C(=O)NC3CCCCC3)cc12
→ ?, 0.0%, 0.0%, 13.3%[38.3 µM], -20.5%, ?, 3.7%, 25.0%
- CCOC(=O)C1=C(CSc2nc3ccccc3s2)NC(=O)NC1c1cc(C)ccc1C (stereo unspecified)
→ 13.1%, -0.6%, 1.1%, -2.0%[38.3 µM], -3.9%, ?, -0.2%, 2.8%
- CCOc1ccccc1OCCN1CCC(Cc2ccccc2)CC1
→ ?, 0.7%, 2.4%, 17.3%, -0.2%, -30.1%, 0.9%, -16.4%
- CCNC(=S)/C(=C(/[O-])c1ccc([N+](=O)[O-])cc1)[n+]1ccccc1
→ -5.7%, ·, -1.3%, ·, 8.1%, -3.7%, 4.1%, ·
- Cc1cc(/C=C(\C#N)C(=O)NC2CCCCCC2)c(C)[nH]1
→ -24.0%, -2.7%, 1.1%, 10.2%, -5.2%, -6.4%, 1.2%, 30.0%
- COc1ccc(C(=O)CSc2nnc(-c3cc4ccccc4cc3O)n2Cc2ccco2)cc1
→ -19.0%, 0.8%, -0.7%, 3.6%[38.3 µM], -3.6%, ?, 29.9%, -9.7%
- COCCCNC(=O)C(=O)N/N=C/c1ccc(OCC(=O)Nc2cccc(Cl)c2C)c(OC)c1
→ 5.8%, 5.4%, -3.1%, 0.6%[38.3 µM], -3.4%, -5.6%[46.1 µM], 1.8%, 8.4%
- CCCCCCCCN[C@@H](C)[C@H](O)c1ccc(SC(C)C)cc1
→ 2.5%[25.5 µM], 3.8%[17.1 µM], 1.4%[16.9 µM], -6.7%, -1.4%[25.9 µM], ·, 9.1%[21.6 µM], 5.0%[20.6 µM]
- CCCCNC(=O)N1CCc2ccccc2C1
→ -3.8%, -7.3%, 12.1%, 0.1%, -3.8%, 3.7%, 4.3%, -3.1%
- O=S(=O)(Nc1ccccc1N1CCCCC1)c1cccs1
→ -3.9%, ·, 1.1%, ·, -7.0%, 26.1%, 8.8%, ·
- CC(C)[C@H](NC(=O)OCc1ccccc1)C(=O)OCC(=O)Nc1c(F)cccc1F
→ 8.7%, 1.5%, 0.0%, -13.4%, -3.7%, -4.5%[46.1 µM], 2.0%, 14.5%
- COc1cccc(C2=NOC(C(=O)NCc3cccs3)C2)c1 (stereo unspecified)
→ 1.5%, -4.8%, 0.0%, -19.1%[38.3 µM], -3.5%, 4.1%[46.1 µM], -3.7%, 23.8%
- O=C(Nc1ccc(Cl)cc1)N1CCC(CO)(Cc2ccccc2)CC1
→ -14.2%, 1.0%, -1.4%, 8.5%, -6.8%, 29.8%, 2.1%, ·
- Cc1ccc([N+](=O)[O-])cc1NC(=O)CN1CCCCC1
→ 0.9%, -0.8%, -0.9%, -5.0%[38.3 µM], i, 9.4%[46.1 µM], 11.3%, 6.3%
- COc1cc(CN2C(=S)NC(C)(C)CC2(C)O)cc(OC)c1 (stereo unspecified)
→ -11.6%, 11.8%, 2.2%, 5.8%, -2.2%, 7.6%, -1.6%, -7.4%
- CCS(=O)(=O)CCSc1nc(C)cc(C)n1
→ 9.5%, 1.8%, 0.0%, -10.4%[38.3 µM], -4.0%, 2.1%[46.1 µM], 2.3%, -2.9%
- N/C(Cc1ccc([N+](=O)[O-])cc1)=N\OC(=O)COc1ccc2ccccc2c1
→ -5.7%, ·, -1.0%, ·, -0.5%, -20.1%[46.1 µM], ·, ·
- O=C(c1cc([N+](=O)[O-])cc([N+](=O)[O-])c1)N1CCN(C(=O)c2ccco2)CC1
→ -1.1%, ·, 1.1%, ·, -2.5%, 14.2%, -5.1%, ·

Screening data from PubChem BioAssay.

A portion of the library; count on the stated rates, not on these rows.
